# Source: PubChem BioAssay (several laboratories)
# Lipid droplet – hepatic lipid droplet formation modulation | AML12 mouse hepatocytes, oleate lipid droplets, BODIPY imaging | inhibition, % at 6.5 µM | hit rate 0.4% among 240,000;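 active means lipid droplet intensity inhibited by at least 50%, with more than 500 cells counted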
#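 Technique: fluorescence imaging, 20x objective, two fields per well / Assay system: AML12 hepatocytes (mouse) / Measure: % inhibition of lipid droplet signal / Doses: 6.5 µM single-point dosing / Incubation: overnight exposure / Reagent: 100 µM oleic acid challenge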
# K1F lysis inhibition – inhibition of K1F phage lysis, E. coli UTI89, bacterial capsule biogenesis inhibitors, alamar blue (AID 488966). E. coli UTI89 K1F phage lysis, alamar blue, 2 h; higher % means a stronger effect. inhibition, % at 100 µM; hits with a dose series show IC50 in µM. hit rate 0.02% among 340,000;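 active means phage lysis inhibition, versus mean bacterial control, above a set limit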;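 further: capsule biogenesis inhibitors block K1F phage lysis so surviving cells raise fluorescence; higher fluorescence means more inhibition of phage lysis; actives were called in the ten point dose series up to 300 µM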
# human PMI inhibitors – MPI inhibition at elevated mannose 6-phosphate – biochemical, fluorescence intensity, high mannose 6-phosphate, primary screen (AID 1220) | recombinant PMI enzyme, coupled fluorescence intensity; higher % means a stronger effect | inhibition, % at 20 µM, or IC50 in µM where a hit was titrated | hit rate 0.66% among 190,000
# TNAP activators – stimulation of alkaline phosphatase TNAP activity – biochemical, luminescent, no phosphate acceptor, uHTS, primary screen (AID 1001) | purified TNAP, luminescent activation assay, no phosphate acceptor; higher activation fold means a stronger effect | hit rate 0.03% among 200,000 | activation fold at 20 µM; hits with a dose series show EC50 in µM; in the data active means activation fold from about 3, or a potency from the dose series; inactive means the rest, 99 in 100 with activation fold below about 1.6; further: many of its hits are not listed in these tables
# XIAP displacement – XIAP antagonists, biochemical, IAP family, fluorescence polarization (AID 1018). one-dose displacement, % at 20 µM; IC50 in µM for titrated hits. XIAP BIR domain, fluorescence polarization peptide displacement; higher % means a stronger effect. hit rate 0.007% among 200,000; in the data active means displacement above about 50%; further: a part of the inactive calls stands beside numbers as strong as those of hits
# P. falciparum M17LAP – P. falciparum M17LAP inhibitors, primary screen, biochemical, fluorogenic H-Leu-NHMec substrate, 1536-well (AID 1619); hit rate 0.38% among 220,000; recombinant M17LAP, H-Leu-NHMec fluorogenic kinetic assay; higher % means a stronger effect; inhibition, % at 30 µM, or IC50 in µM where a hit was titrated;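 active means compound inhibiting the enzyme by more than half at any dose during confirmatory dose-response retesting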;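 further: plate controls were full reaction with DMSO carrier for no effect and no enzyme background for full effect; strong numbers were not always called active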
# P. falciparum M1AAP – P. falciparum M1AAP inhibitors, biochemical, fluorogenic H-Leu-NHMec substrate, 1536-well (AID 1445); one-dose inhibition, % at 30 µM; IC50 in µM for titrated hits; hit rate 0.42% among 220,000; recombinant M1AAP, H-Leu-NHMec fluorogenic kinetic assay; higher % means a stronger effect;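 active means primary inhibition above the hit cutoff, then over 50% inhibition at one or more dose response concentrations, cut at about 23% in these data, passing the limit was not always enough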;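 further: plate controls were DMSO full reaction for no effect and no enzyme background for full effect; strong numbers were not always called active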
# PMI inhibitors – inhibitors of human PMI, primary screen, biochemical, fluorescence intensity, coupled assay (AID 1209). inhibition, % at 20 µM; hits with a dose series show IC50 in µM. hit rate 0.42% among 190,000. purified PMI enzyme, coupled fluorescence intensity; higher % means a stronger effect;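 further: plate controls were DMSO vehicle for no effect and wells lacking substrate for full effect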
# SIAH1 antagonists – blockers of Siah-1 interaction with plectin peptide – biochemical, fluorescence polarization, rhodamine-plectin, uHTS, primary screen (AID 1817); hit rate 0.02% among 290,000; displacement, % at 20 µM, or IC50 in µM where a hit was titrated; Siah-1 / rhodamine-plectin peptide fluorescence polarization; higher % means a stronger effect;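 active means displacement of at least 50% at 20 µM, with a fluorescence ratio check between 0.3 and a set limit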;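 further: plate controls were Siah plus tracer with DMSO for no effect and tracer alone without Siah for full effect; strong numbers were not always called active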
# Lipid droplet cells 6.5 µM – also measured in Lipid droplet; calls as there; cell count; measured here: cell count, cytotoxicity flag;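 cells counted across two imaged fields per well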
# Numbers without * were called inactive; / = not tested or not shown; & = joins results of further samples; [ ] = remark or other dose. Unless noted, no stated cut-off is given here; in the data, active means inhibition above about 50%; inactive means the rest.
SMILES,Lipid droplet,Lipid droplet cells 6.5 µM,K1F lysis inhibition,human PMI inhibitors,TNAP activators,XIAP displacement,P. falciparum M17LAP,P. falciparum M1AAP,PMI inhibitors,SIAH1 antagonists
NS(=O)(=O)c1ccc(CCNC(=O)CN2CCN(c3cccc(Cl)c3)CC2)cc1,0,686,1.6%,-3%,1,-6.7%,7%,-6%,-2%,-4%
CCOC(=O)C1CCN(C(=O)Cc2c(C(=O)O)n(CC)c3ccccc23)CC1,11,671,0.4%,8%,1.1,-3.5%,24%,3%,10%,-1%
CC(C)Cc1nnc(NC(=O)c2cc(-c3ccccc3)nc3ccccc23)s1,/,/,0.7%,-2%,1.1,-6.9%,-2%,2%,0%,1%
CCCn1nc(C(=O)OCC(=O)Nc2ncc(Cl)c(C)c2Cl)c2ccccc2c1=O,-10,700,0.0%,-10%,1.1,-4.6%,-2%,5%,-2%,-5%
O=C(Nc1ccccc1F)c1ccco1,2,712,7.3%,-11%,1.1,-5.3%,-5%,2%,-11%,4%
CCOC(=O)Cc1c(C)nc(Cc2ccc(OC(C)C)cc2)[nH]c1=O,5,648,0.3%,-12%,1,-3.4%,-94%,1%,-10%,-3%
CCN1CCN(C2CCN(C(C)=O)CC2)CC1,/,/,/,-2%,1.2,-5.5%,/,/,1%,6%
O=C(NCC12CC3CC(C1)CC(CNC(=O)N1CCCC1)(C3)C2)N1CCCC1,-2,738,3.0%,-2%,1.1,-4.1%,4%,3%,-2%,-2%
CC(=O)NCCc1ccc(S(=O)(=O)NC2OC(=O)c3ccccc32)cc1 (stereo not given),/,/,0.2%,1%,1.1,-1.3%,9%,9%,2%,-1%
COC(=O)c1ccccc1NC(=O)C1CC(=O)N(c2ccc(F)cc2)C1 (stereo not given),-7,672,0.6%,9%,1.2,-4.2%,11%,7%,4%,3%
CCNc1nc(NC(C)C)nc(N(C)C#N)n1,1,721,1.8%[50 µM],/,/,/,17%,4%,/,13%
CCN1CCN(C(=O)CCN2C(=O)c3ccccc3C2=O)CC1,-37,687,0.4%,5%,1,-14%,-1%,3%,-1%,-3%

# 8 compounds already listed, ordered by number of heavy atoms, lowest first:
SMILES,Lipid droplet,Lipid droplet cells 6.5 µM,K1F lysis inhibition,human PMI inhibitors,TNAP activators,XIAP displacement,P. falciparum M17LAP,P. falciparum M1AAP,PMI inhibitors,SIAH1 antagonists
O=C(Nc1ccccc1F)c1ccco1,2,712,7.3%,-11%,1.1,-5.3%,-5%,2%,-11%,4%
CCN1CCN(C2CCN(C(C)=O)CC2)CC1,/,/,/,-2%,1.2,-5.5%,/,/,1%,6%
CCN1CCN(C(=O)CCN2C(=O)c3ccccc3C2=O)CC1,-37,687,0.4%,5%,1,-14%,-1%,3%,-1%,-3%
CCOC(=O)Cc1c(C)nc(Cc2ccc(OC(C)C)cc2)[nH]c1=O,5,648,0.3%,-12%,1,-3.4%,-94%,1%,-10%,-3%
COC(=O)c1ccccc1NC(=O)C1CC(=O)N(c2ccc(F)cc2)C1 (stereo not given),-7,672,0.6%,9%,1.2,-4.2%,11%,7%,4%,3%
CC(C)Cc1nnc(NC(=O)c2cc(-c3ccccc3)nc3ccccc23)s1,/,/,0.7%,-2%,1.1,-6.9%,-2%,2%,0%,1%
NS(=O)(=O)c1ccc(CCNC(=O)CN2CCN(c3cccc(Cl)c3)CC2)cc1,0,686,1.6%,-3%,1,-6.7%,7%,-6%,-2%,-4%
CCCn1nc(C(=O)OCC(=O)Nc2ncc(Cl)c(C)c2Cl)c2ccccc2c1=O,-10,700,0.0%,-10%,1.1,-4.6%,-2%,5%,-2%,-5%

# 3 entries out of the list above, ordered by the value under P. falciparum M17LAP, smallest number first:
Compound	P. falciparum M17LAP
CCOC(=O)Cc1c(C)nc(Cc2ccc(OC(C)C)cc2)[nH]c1=O	-94%
CCN1CCN(C(=O)CCN2C(=O)c3ccccc3C2=O)CC1	-1%
CC(=O)NCCc1ccc(S(=O)(=O)NC2OC(=O)c3ccccc32)cc1 (stereo not given)	9%

# (listing goes on)
SMILES,Lipid droplet,Lipid droplet cells 6.5 µM,K1F lysis inhibition,human PMI inhibitors,TNAP activators,XIAP displacement,P. falciparum M17LAP,P. falciparum M1AAP,PMI inhibitors,SIAH1 antagonists
O=C(NNC(=O)C(O)(c1ccccc1)c1ccccc1)C1CC1,2,706,5.7%,-7%,1.6,-1.6%,-4%,6%,-5%,3%
Cc1nn(C)cc1C(C)NCc1c(C(=O)N2CCCCCCC2)nc2ccc(Cl)cn12 (stereo not given),-34,712,0.5%,14%,1,1.2%,0%,4%,17%,2%
CCOc1ccc(-c2nc(C#N)c(NCC3CCCO3)o2)cc1 (stereo not given),-2,777,-0.1%,5%,1.1,-3.7%,-4%,6%,6%,1%
O=C1C(=O)N(CCCN2CCOCC2)C(c2cccs2)/C1=C(/O)c1ccc2c(c1)OCO2 (stereo not given),21,767,/,-14%,1,-1.0%,3%,7%,-10%,0%
COc1cccc(OCC(Cn2cnc3ccccc32)OC(C)=O)c1 (stereo not given),-8,707,0.3%,-1%,1,-1.6%,32%,3%,-5%,-2%
C=CCn1c(SCC(=O)N2CCc3ccccc3C2)nnc1-c1ccncc1,7,637,6.2%,0%,1.1,-34%,-9%,3%,6%,2%
COc1ccc2nc(NC(=O)Cn3cnc4c(=O)n(C)c(=O)n(C)c43)sc2c1,5,705,7.5%,-8%,1.1,-3.0%,-1%,10%,-4%,2%
COc1ccc(CCn2c(-c3ccccc3)nc3c(c(=O)c4ccccc4n3C)c2=O)cc1,-51,682,/,6%,1.2,-3.1%,9%,4%,11%,5%
c1ccc(CSc2n[nH]c(-c3ccco3)n2)cc1,-2,748,-0.3%,3%,0.9,-2.9%,18%,8%,11%,0%
O=C(Cn1cnc2ccccc2c1=O)NCCC(=O)N1CCN(c2ccccc2)CC1,-5,677,2.2%,8%,1.1,-9.9%,11%,-5%,8%,-1%
NC(=S)Nc1cc(Cl)cc(Cl)c1,-15,706,/,/,/,/,0%,1%,/,5%
Fc1ccccc1/C=N/Nc1nn[nH]n1,10,702,0.5%,-26%,1.1,0.1%,47%,5%,-16%,-2%
CC(C)(C)C(=O)N1CCN(c2nc3ccccc3o2)CC1,21,716,0.2%,7%,1.1,-5.7%,0%,9%,6%,-3%
COC(=O)c1sccc1NC(=S)N1CCCCC1,0,742,0.2%,11%,1.1,-3.3%,-4%,-5%,18%,-1%
O=C(O)c1cccc(-c2ccc(/C=N/n3cnc4sc5c(c4c3=O)CCCC5)o2)c1,-23,714,/,/,/,/,13%,12%,/,12%
Cc1ccc(NC(=O)CN2C(=O)NC(Cc3ccccc3)C2=O)cc1 (stereo not given),/,/,0.3%,0%,1.1,-2.1%,/,/,-2%,1%
O=C(Cn1c2ccccc2c(=O)c2ccccc21)Nc1ccccc1F,-10,620,13%,-2%,0.8,-5.5%,-9%,6%,0%,32%
O=c1cc(O)nc(-c2ccc(Cl)cc2)s1,7,590,0.1%,-1%,1.2,-1.1%,1%,2%,23%,-3%
COc1ccc(OC)c(CNC(=O)CCN2C(=O)COc3ccccc32)c1,2,702,8.4%,4%,1.1,-3.1%,8%,0%,3%,-1%
CCOc1ccc(C(=O)NC(=S)Nc2ncccc2C)cc1[N+](=O)[O-],26,586,1.0%,6%,0.9,-5.7%,8%,7%,13%,-2%
COc1ccc(S(=O)(=O)NNC(=O)c2cccs2)cc1,-11,717,-1.8%,5%,1,-5.7%,-1%,-4%,-3%,-3%
CC(=O)NNc1nc(-c2ccc(C)cc2)cs1,1,693,9.0%,-12%,1.9,-4.7%,-1%,5%,-17%,-4%
N#CC(C#N)=CC1=C2OC(c3ccccc3)=CC(c3ccccc3)=C2CCC1,/,/,1.9%,-11%,0.7,-4.2%,3%,-2%,-3%,2%
O=C(NCc1ccccc1)C1=C[C@@H](c2coc3ccccc3c2=O)C[C@@H](OCCCCO)O1,-2,647,0.0%,8%,1,-1.8%,-4%,-3%,5%,-5%
Cc1ccc(-n2c(C)cc(/C=C3/C(=N)N4C(c5ccccc5)=CSC4=NC3=O)c2C)cc1,-8,584,0.4%,-4%,1,-5.1%,13%,1%,2%,-5%
CN1CCN(C(=O)c2ccccc2NC(=O)CCN2C(=O)c3ccccc3C2=O)CC1,3,702,0.0%,-1%,1,-2.8%,6%,0%,0%,1%
O=C(c1ccccc1)c1ccc(OC(=O)N2CCCC2)cc1,-8,717,0.2%,32%,1,-4.3%,-5%,0%,10%,3%
Cc1onc(-c2ccccc2)c1C(=O)NCCc1c[nH]c2ccccc12,/,/,-0.3%,-2%,1,-1.5%,8%,-3%,-6%,3%
COC(=O)c1c(NC(=O)c2ccco2)sc(C(=O)N2CCCC2)c1C,/,/,6.5%,17%,1.1,-8.4%,-9%,12%,10%,0%
CCCOc1ccc(NC(=O)CC2Nc3ccccc3NC2=O)cc1 (stereo not given),-1,584,0.2%,-3%,1.1,-4.1%,6%,7%,-4%,0%
CC(C)C(OC(=O)c1cc2sccc2n1C)C(=O)NCC1CCCO1 (stereo not given),/,/,-0.1%,-1%,1.1,-2.9%,2%,-2%,2%,1%
Cc1cnc(NC(=O)C2=C(O)c3ccccc3S(=O)(=O)N2C)s1,19&13,735&805,0.3%&0.3%&-0.6%&1.7%,-3%,1.1,-2.0%,28%,11%,-11%,3%&3%
OCCCC1CCCCN1Cc1nc(Cc2ccccc2Cl)no1 (stereo not given),0,735,0.3%,-3%,1,-6.3%,16%,2%,3%,1%
Clc1ccc(/C=N/N2CCN(Cc3ccccc3Cl)CC2)cc1,-28,614,0.3%,4%,1,-1.7%,-2%,-2%,-8%,-3%
CCCCNC(=S)NC1CCCC1,2,653,2.7%,-11%,1.1,-3.1%,-5%,6%,-1%,0%
Cc1nnc2sc(SCc3ccc(Br)cc3)nn2c1=O,9,702,0.2%,9%,1.1,-5.5%,-4%,3%,-2%,5%
COc1cc(OC)cc(C(=O)n2cnnc2N)c1,6,766,0.6%,-1%,1.2,-9.0%,8%,0%,-6%,-3%
NC(=O)CSc1nnc2ccc(-c3ccc(F)cc3)nn12,-3,704,0.2%,4%,1,-6.7%,18%,3%,0%,-2%
COc1ccc(N2CCN(C(=O)c3ccc(N(C)S(=O)(=O)c4ccc(OC)cc4)cc3)CC2)cc1,4,721,0.1%,19%,1.1,-9.3%,-1%,0%,16%,-4%
Cc1nc(CSc2nnc(N)s2)cs1,34,770,0.3%,5%,1.1,0.5%,16%,6%,3%,3%
Cc1cc(C)nc(NC2=NCCN2C(=O)NC2CCCCC2)n1,6,760,0.2%,-4%,1.1,0.8%,-6%,-3%,3%,3%
